From PubChem
hcGAS lum – Primary biochemical luminescence assay for human cyclic GMP-AMP synthase inhibitors | recombinant h-cGAS, ATP depletion, Kinase-Glo luminescence | actives 0.081% (n = 290,000) | AID 1259398, 2018 | inhibition, % at 12.5 µM | Q8N884;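 note: 0% = vehicle reaction and 100% = reaction without DNA for no activity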
Target sequence (Q8N884 whole entry, looked up): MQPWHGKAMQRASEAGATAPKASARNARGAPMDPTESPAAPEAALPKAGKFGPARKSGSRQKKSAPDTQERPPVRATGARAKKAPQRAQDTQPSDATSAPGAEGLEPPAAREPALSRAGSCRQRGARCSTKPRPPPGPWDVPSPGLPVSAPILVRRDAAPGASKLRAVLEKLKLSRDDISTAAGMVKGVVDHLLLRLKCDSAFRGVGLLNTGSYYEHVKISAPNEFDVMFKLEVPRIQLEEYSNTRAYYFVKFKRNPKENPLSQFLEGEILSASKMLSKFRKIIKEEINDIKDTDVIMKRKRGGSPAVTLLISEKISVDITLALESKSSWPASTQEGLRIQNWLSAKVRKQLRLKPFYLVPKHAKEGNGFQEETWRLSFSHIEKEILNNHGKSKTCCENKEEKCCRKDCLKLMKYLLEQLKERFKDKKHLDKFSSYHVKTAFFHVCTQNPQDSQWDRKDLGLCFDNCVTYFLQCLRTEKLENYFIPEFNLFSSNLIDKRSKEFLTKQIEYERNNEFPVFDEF
NPYLR7 ag – agonists of mosquito NPYLR7 receptor, primary screen, cell-based, Aedes aegypti, calcium fluorescence, mosquito biting behavior; Aedes aegypti neuropeptide Y-like receptor 7 (NPYLR7); HEK293T NPYLR7/Galpha15, GCaMP6s calcium fluorescence; activation, % at 10 µM; actives 0.15% (n = 270,000); AID 1259423, 2018; in the data active = activation above about 40%;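 note: 0% = vehicle and 100% = reference agonist at the receptor; some compounds past the cut are filed as inactive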
mcGAS lum – cyclic GMP-AMP synthase inhibitors, mouse, primary biochemical chemiluminescence; recombinant cGAS, Kinase-Glo ATP depletion luminescence; inhibition, % at 12.5 µM; actives 0.15% (n = 160,000);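 note: 0% = negative control wells and 100% = reference inhibitor with no enzyme activity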
An asterisk follows results filed as active; & = joins results of further samples. Cut-off read from the data, not from the text of the source, unless noted: active = inhibition above about 40%; inactive = the rest.

For O=C(NCCn1ncc2c(=O)n(Cc3cccc([N+](=O)[O-])c3)cnc21)c1ccc(C(F)(F)F)cc1 the results were hcGAS lum -6, NPYLR7 ag -5 and mcGAS lum -8.
`COCC(=O)N1CCC(Oc2ccc(C(=O)N3CCN(c4ccccn4)CC3)cc2)CC1` gave hcGAS lum -9, NPYLR7 ag -1 and mcGAS lum -8.
CCNC(=O)Nc1ccc(N(C)C)c(CN(Cc2ccco2)C(=O)c2ccc(F)cc2)c1 was read as hcGAS lum -3, NPYLR7 ag 6 and mcGAS lum -3.
Screening NC(=O)CSc1ccc(NC(=O)C2CC2)nn1 returned hcGAS lum 1 and NPYLR7 ag -2.
Screening CCCCC(=O)N1CCC2(CC1)SCCN2C(=O)c1ccc(C(C)(C)C)cc1 returned hcGAS lum 1, NPYLR7 ag 0 and mcGAS lum 2.
Screening COc1ccc(OC)c(C2CCCN2Cn2nc(-c3ccccc3)n(C)c2=S)c1 (stereo unspecified) returned hcGAS lum -5, NPYLR7 ag 2 and mcGAS lum -10.
For OC1CCCN(CCCn2ccnc2-c2ccc3c(c2)CCO3)C1 (stereo unspecified) the results were hcGAS lum -5, NPYLR7 ag 4 and mcGAS lum -17.
Cc1ccccc1NC(=O)N1CCN(c2nc(-c3ccc(C(F)(F)F)cc3)nc(C)c2C(C)C)CC1 was read as hcGAS lum 4, NPYLR7 ag 9 and mcGAS lum 1.
For COc1ccc(C)cc1C(C)NC(C)c1nnc(-c2ccccc2)o1 (stereo unspecified) the results were hcGAS lum -9 and NPYLR7 ag -1.
Cc1ccccc1-c1cc(O)c2c(c1)CN(C(=O)c1ccnc(N)c1)CCO2 was read as hcGAS lum -10 and NPYLR7 ag 4.
`CCNC(=O)C(C)Sc1nnc(N2CCCC2)n1-c1ccc(C)cc1` (stereo unspecified) gave hcGAS lum -7, NPYLR7 ag 3 and mcGAS lum -8.
Screening O=C(CCN1CCCCC1)Nc1cnc(N2CCCCC2)nc1 returned hcGAS lum -14 and mcGAS lum -5.
Screening COc1ccc(C2C3=C(CC(C)(C)CC3=O)OC3=C2C(=O)CC(C)(C)C3)cc1OC returned hcGAS lum -6, NPYLR7 ag -5 and mcGAS lum -8.
`CSc1ccccc1NC(=O)C(C)(C)Oc1ccc(Cl)cc1` gave hcGAS lum -2 and NPYLR7 ag 5.
`COc1ccc(S(=O)(=O)Oc2ccc(CN(CCN(C)C)C(=O)c3ccccc3Cl)cc2)cc1` gave hcGAS lum 3, NPYLR7 ag -3 and mcGAS lum 1.
For Cc1ccc(N2C(=O)CSC2c2cccc(NC(=O)c3ccco3)c2)c(C)c1 (stereo unspecified) the results were hcGAS lum -6, NPYLR7 ag -1 and mcGAS lum -6.
`CC1CN(C(=O)CN2CCc3sccc3C2c2cccc(F)c2)CCN1C(=O)c1cccs1` (stereo unspecified) gave hcGAS lum -5, NPYLR7 ag 8 and mcGAS lum -6.
`CC1CN(c2cc(Oc3cccc(F)c3)ncn2)CCN1Cc1ccncc1` (stereo unspecified) gave hcGAS lum 3, NPYLR7 ag -1 and mcGAS lum 0.
CC1=C(c2ccc(Cl)cc2)N2CCS(=O)(=O)N=C2S1 was read as hcGAS lum 0 and NPYLR7 ag 2.
`CN(Cc1ccsc1)C(=O)[C@H](N)c1ccccc1` gave hcGAS lum -7 and NPYLR7 ag -7.
Screening S=C(NCc1ccc2c(c1)OCO2)c1ccccc1 returned hcGAS lum -2 and NPYLR7 ag 3.
COc1ccccc1C(C)(C)NC(=O)NCC(=O)N(C)C was read as hcGAS lum -8 and NPYLR7 ag 2.
For CCOCCOc1nc(-c2cccc(F)c2)n(-c2ccc(NC(=O)COc3ccc(Cl)cc3)cc2)n1 the results were hcGAS lum -8, NPYLR7 ag -10 and mcGAS lum -5.
For CCC(=O)N(Cc1cc(NS(=O)(=O)c2ccc(OC)cc2)ccc1N(C)C)C1CCCCC1 the results were hcGAS lum -8, NPYLR7 ag -5 and mcGAS lum -5.
For Cc1ccc(C2=NN(C(=O)CN3CCc4ccccc4C3)C(c3ccccc3C)C2)c(C)c1 (stereo unspecified) the results were hcGAS lum -4, NPYLR7 ag -11 and mcGAS lum -1.
Screening Cc1nnc(CNC(=O)CCOc2cc(Cl)cc(Cl)c2)n1C returned hcGAS lum -8, NPYLR7 ag 0 and mcGAS lum -15.
For NCc1ccc(S(N)(=O)=O)cc1 the results were hcGAS lum -2&-3&4&0, NPYLR7 ag -1&-7&4&0 and mcGAS lum -4.
Cc1ccc(/C=C/C(=O)N2c3ccccc3C[C@H]2C(N)=O)o1 was read as hcGAS lum -6 and NPYLR7 ag -3.
`CNC(=O)CC1CCN(Cc2nc(-c3ccc(SC)cc3)oc2C)CC1` gave hcGAS lum -5, NPYLR7 ag 1 and mcGAS lum -14.
CCc1nonc1NC(=O)c1ccccc1Br was read as hcGAS lum -4 and NPYLR7 ag -23.
Screening Cc1cccc(-c2cc(N)n(-c3ccc(C(=O)NCC4CCCCC4)cc3)n2)c1 returned hcGAS lum -3, NPYLR7 ag -7 and mcGAS lum -8.
Screening CCCCOC(=O)C1=C(C)N(C)C(=O)NC1c1ccccc1Cl (stereo unspecified) returned hcGAS lum -8 and NPYLR7 ag 5.
For COCCn1cnnc1SC(c1ccccc1)C(F)(F)F (stereo unspecified) the results were hcGAS lum 1 and NPYLR7 ag -4.
CCOC(=O)C1(Cc2cccc(OC)c2)CCCN(Cc2cc(C(C)C)n[nH]2)C1 (stereo unspecified) was read as hcGAS lum -3, NPYLR7 ag -10 and mcGAS lum -4.
For Cc1ccc(F)cc1C(=O)N1CCC1(C)C(=O)O (stereo unspecified) the results were hcGAS lum -11 and NPYLR7 ag -2.
`CCOc1ncccc1C(=O)N(C)C(C)Cc1cc(C)ccn1` (stereo unspecified) gave hcGAS lum -10 and mcGAS lum -9.
Screening COc1ccc(-n2nc(-c3ccccc3)c3c2N(CC(=O)NCC2CCCO2)C(=O)CSC3c2cccc(F)c2)cc1 (stereo unspecified) returned hcGAS lum -3, NPYLR7 ag 8 and mcGAS lum -3.
For O=C(OCc1nc(C(=O)NCCc2ccccc2)cs1)c1ccccc1 the results were hcGAS lum -5, NPYLR7 ag -6 and mcGAS lum -5.
For Cc1onc(C(=O)NCC2(O)C3CC4CC(C3)CC2C4)c1CO (stereo unspecified) the results were hcGAS lum 0 and mcGAS lum 4.
CCCCN(CC(=O)N1c2ccccc2-n2cccc2C1c1ccc(F)cc1)C(=O)c1cc(OC)cc(OC)c1 (stereo unspecified) was read as hcGAS lum -7, NPYLR7 ag 9 and mcGAS lum -2.
For CC1(C)C[C@@H]2C[C@@](C)(CN2c2cc(CCN)ncn2)C1 the results were hcGAS lum -7, NPYLR7 ag 38 and mcGAS lum -11.
For O=C(NCc1cc(-c2ccc(F)cc2F)on1)C1CC(=O)N(c2ccccc2)C1 (stereo unspecified) the results were hcGAS lum -8, NPYLR7 ag 1 and mcGAS lum -6.
For CC(C)CCNC(=O)Cn1cnc2c([nH]c3ccccc32)c1=O the results were hcGAS lum -5 and mcGAS lum -8.
`Cc1ccc(NC(=O)COc2ccc3oc4c(c3c2)CCCC4)cc1S(=O)(=O)N1CCOCC1` gave hcGAS lum -7 and NPYLR7 ag 1.
O=C(CCN1CCSC1=O)NCc1nccc2ccccc12 was read as hcGAS lum -17 and NPYLR7 ag 1.
For COc1ccc(S(=O)(=O)NC(=O)C2(C)CCN2C(=O)CC2CCCC2)cc1 (stereo unspecified) the results were hcGAS lum -7 and NPYLR7 ag 6.
Screening CN1CCN(c2ccc3nc(-c4c(N)c5c(F)cccc5[nH]c4=O)[nH]c3c2)CC1 returned hcGAS lum 21&23, NPYLR7 ag -4&3 and mcGAS lum 6&17.
Cc1ccc(C(=O)NCCn2cc(SCC(=O)NCc3ccccc3)c3ccccc32)cc1 was read as hcGAS lum -1 and NPYLR7 ag 23.
Screening CC(=O)N1CCN(c2cc(-c3ccccc3)nc(SCc3cccc(C(=O)NCCc4ccccn4)c3)n2)CC1 returned hcGAS lum -11, NPYLR7 ag 14 and mcGAS lum -3.
COc1ccc2c(c1)OCC(C(=O)C(C#N)c1nc3ccccc3o1)C2 (stereo unspecified) was read as hcGAS lum 7, NPYLR7 ag -2 and mcGAS lum 2.
Screening CCn1c(C2CCN(C(=O)c3snnc3C(C)C)CC2)nn(C)c1=O returned hcGAS lum 0, NPYLR7 ag 3 and mcGAS lum -10.
CCC(CO)NC(=S)N=P(c1ccccc1)(N(CC)CC)N(CC)CC (stereo unspecified) was read as hcGAS lum -5 and NPYLR7 ag 2.
Screening Cc1[nH]cnc1CN1CCOC(CCc2ccccc2)C1 (stereo unspecified) returned hcGAS lum -12 and NPYLR7 ag 7.
Screening O=C(NCc1ccccc1)C1CNCC1c1cccc(C(F)(F)F)c1 (stereo unspecified) returned hcGAS lum -6 and NPYLR7 ag 16.
Screening CC1=NC2=C(C(=O)CC(c3ccccc3)C2)C(c2ccc(F)cc2)C1C(=O)OC1CCCC1 (stereo unspecified) returned hcGAS lum -1, NPYLR7 ag 1 and mcGAS lum -5.
Screening CCC(=O)N1CCC1(C)C(=O)Nc1ncc(C)s1 (stereo unspecified) returned hcGAS lum -16, NPYLR7 ag 4 and mcGAS lum -9.
CNC(=O)c1cc(S(=O)(=O)NC(C)c2oc3ccccc3c2C)cn1C (stereo unspecified) was read as hcGAS lum -3 and NPYLR7 ag 2.
`Cc1ccc(CC2CCCN(S(=O)(=O)c3cnn(C)c3)C2)cc1` (stereo unspecified) gave hcGAS lum -9, NPYLR7 ag -3 and mcGAS lum -18.
Screening CCc1ccc(N/N=C(\C#N)c2nc3ccccc3[nH]2)cc1 returned hcGAS lum -4, NPYLR7 ag -5 and mcGAS lum -4.
Screening Cc1nc(C2(NC(=O)C3CC4CCCC(C3)C4=O)CCCCC2)no1 (stereo unspecified) returned hcGAS lum -7, NPYLR7 ag -5 and mcGAS lum -10.
Screening COc1ccccc1C(O)c1ncc(-c2cccc(C(F)(F)F)c2)[nH]1 (stereo unspecified) returned hcGAS lum -6 and NPYLR7 ag 1.
Screening CCOc1ccccc1CNC(=O)c1cc(-c2cc(OC)c(OC)c(OC)c2)nc2ccccc12 returned hcGAS lum -10, NPYLR7 ag 18 and mcGAS lum -7.
CC(C)NC(=O)C1(C)Cc2c(-c3cccc(C(F)(F)F)c3)ccnc2O1 (stereo unspecified) was read as hcGAS lum 0, NPYLR7 ag -5 and mcGAS lum -4.
For CCCc1cnc(C)nc1N1CCC(O)(c2ccc(C)cn2)CC1 the results were hcGAS lum -7, NPYLR7 ag 21 and mcGAS lum -18.
For CCCCCCCCC(=O)Nc1c(-c2ccccc2OC)nc2cc(C)ccn12 the results were hcGAS lum -1, NPYLR7 ag -10 and mcGAS lum -6.
`COc1ccc(C(=O)NS(=O)(=O)c2ccc(C#N)cc2C(F)(F)F)cc1` gave hcGAS lum -7, NPYLR7 ag 2 and mcGAS lum -16.
Screening O=C1NCCCCC1Sc1nc(C2CC2)nc2c1c(=O)[nH]c(=O)n2C1CC1 (stereo unspecified) returned hcGAS lum -6 and NPYLR7 ag 1.
For Cc1cc(-n2c(C)cc(C(=O)CSc3nncn3C)c2C)no1 the results were hcGAS lum -4 and NPYLR7 ag 1.
Screening CN(C)CCN1C(=O)C(O)=C(C(=O)c2cccs2)C1c1cccs1 (stereo unspecified) returned hcGAS lum -3 and NPYLR7 ag 8.
`CCOC(=O)Cn1c(C2CC(=O)N(CC(C)C)C2)nc2ccccc21` (stereo unspecified) gave hcGAS lum -7 and NPYLR7 ag 12.
For COc1cc2c(cc1OC)C(CNC(=O)c1ccccc1)N(C(=O)NC(C)(C)C)CC2 (stereo unspecified) the results were hcGAS lum -3, NPYLR7 ag 2 and mcGAS lum -7.
Cc1cc(NC(=O)c2cccc(=O)[nH]2)n(Cc2ccccc2Cl)n1 was read as hcGAS lum -10 and NPYLR7 ag 18.
For COc1ccc(/C=C2\SC(=S)N(CCC(=O)NN3CCN(C)CC3)C2=O)cc1 the results were hcGAS lum -4, NPYLR7 ag -1 and mcGAS lum -6.

Compounds from the list above that contain an NH in an aromatic ring:
CCOC(=O)C1(Cc2cccc(OC)c2)CCCN(Cc2cc(C(C)C)n[nH]2)C1 (stereo unspecified) was read as hcGAS lum -3, NPYLR7 ag -10 and mcGAS lum -4.
For CC(C)CCNC(=O)Cn1cnc2c([nH]c3ccccc32)c1=O the results were hcGAS lum -5 and mcGAS lum -8.
Screening CN1CCN(c2ccc3nc(-c4c(N)c5c(F)cccc5[nH]c4=O)[nH]c3c2)CC1 returned hcGAS lum 21&23, NPYLR7 ag -4&3 and mcGAS lum 6&17.
Screening Cc1[nH]cnc1CN1CCOC(CCc2ccccc2)C1 (stereo unspecified) returned hcGAS lum -12 and NPYLR7 ag 7.
Screening CCc1ccc(N/N=C(\C#N)c2nc3ccccc3[nH]2)cc1 returned hcGAS lum -4, NPYLR7 ag -5 and mcGAS lum -4.
Screening COc1ccccc1C(O)c1ncc(-c2cccc(C(F)(F)F)c2)[nH]1 (stereo unspecified) returned hcGAS lum -6 and NPYLR7 ag 1.
Screening O=C1NCCCCC1Sc1nc(C2CC2)nc2c1c(=O)[nH]c(=O)n2C1CC1 (stereo unspecified) returned hcGAS lum -6 and NPYLR7 ag 1.
Cc1cc(NC(=O)c2cccc(=O)[nH]2)n(Cc2ccccc2Cl)n1 was read as hcGAS lum -10 and NPYLR7 ag 18.

A section from the list above, as a working copy:
`CCOC(=O)Cn1c(C2CC(=O)N(CC(C)C)C2)nc2ccccc21` (stereo unspecified) gave hcGAS lum -7 and NPYLR7 ag 12.
For COc1cc2c(cc1OC)C(CNC(=O)c1ccccc1)N(C(=O)NC(C)(C)C)CC2 (stereo unspecified) the results were hcGAS lum -3, NPYLR7 ag 2 and mcGAS lum -7.
